# hIAP inh: human IAP inhibition. P09923. purified IAP, CDP-Star luminescence, 30 min. inhibition, % at 10 µM. actives 0.12% (n = 330,000). AID 2544;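 active = inhibition reaching a set limit with compound at 10 µM in the primary screen, cut at about 35% in these data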;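 note: plate controls were DMSO wells with enzyme for no effect and no-enzyme buffer wells for full effect; values of inactives mirror those of a sister screen read the other way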
# Target sequence (P09923 whole entry, looked up): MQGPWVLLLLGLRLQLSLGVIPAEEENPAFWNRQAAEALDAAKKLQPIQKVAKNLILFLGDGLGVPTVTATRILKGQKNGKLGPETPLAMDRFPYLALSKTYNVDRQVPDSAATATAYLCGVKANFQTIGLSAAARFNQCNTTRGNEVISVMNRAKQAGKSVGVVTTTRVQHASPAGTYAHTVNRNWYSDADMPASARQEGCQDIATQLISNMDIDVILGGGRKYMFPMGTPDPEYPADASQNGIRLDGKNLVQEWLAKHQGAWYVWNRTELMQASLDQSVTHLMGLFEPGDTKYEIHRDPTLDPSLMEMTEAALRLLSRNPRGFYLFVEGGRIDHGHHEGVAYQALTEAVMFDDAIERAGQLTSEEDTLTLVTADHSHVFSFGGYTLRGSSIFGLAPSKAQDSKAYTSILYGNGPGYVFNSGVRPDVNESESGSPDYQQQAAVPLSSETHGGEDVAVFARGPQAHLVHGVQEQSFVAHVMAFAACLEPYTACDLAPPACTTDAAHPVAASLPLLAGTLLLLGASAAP
# mIAP activ: increases mouse intestinal alkaline phosphatase activity; actives 0.24% (n = 330,000); AID 2805; activation factor at 10 µM; muIAP, CDP-Star luminescence, 30 min; hits give high values; 1 = vehicle-only enzyme signal, 0 = enzyme-free wells;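 active = activation factor of at least 2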; note: the source names both 10 and 20 µM as test concentration; values of inactives mirror those of a sister screen read the other way
#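 also added = chemiluminescent substrate CDP-Star | test system = mouse IAP enzyme | signal = chemiluminescence readout | compound = DMSO-dissolved test compounds | incubation = 30 min at room temperature | benchmarks = DMSO wells, no-enzyme wells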
# ATG4B inh: inhibitors of human ATG4B cysteine protease | ATG4B cleavage of LC3-PLA2, NBD-HPC fluorescence, 1 h | AID 504462 | Q9Y4P1 | inhibition, % at 8.33 µM | actives 0.51% (n = 340,000); in the data active = inhibition above about 40%
# APOBEC3A inh: blocks human APOBEC3A ssDNA deamination | P31941 | recombinant A3A, FAM/TAMRA ssDNA deamination fluorescence | inhibition, % at 20 µM | actives 0.41% (n = 330,000);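 active = at least 40% inhibition at 20 µM here, with at most 30% in a related deaminase screen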;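 note: plate controls were A3A with DMSO for no effect and wells lacking A3A enzyme for full effect; some results filed as inactive read as strong as hits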
# Target sequence (P31941 whole entry, looked up): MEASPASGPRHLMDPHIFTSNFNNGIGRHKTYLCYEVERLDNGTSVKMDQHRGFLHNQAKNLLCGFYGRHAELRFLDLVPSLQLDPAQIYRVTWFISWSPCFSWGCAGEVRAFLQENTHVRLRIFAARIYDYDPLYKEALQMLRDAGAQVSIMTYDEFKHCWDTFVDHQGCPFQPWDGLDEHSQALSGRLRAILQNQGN
# mIAP inh: blocks mouse intestinal alkaline phosphatase | AID 2806 | inhibition, % at 10 µM | purified mouse IAP, CDP-Star luminescence, 30 min | actives 0.2% (n = 330,000);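 active = inhibition of at least 40% at 10 µM in the primary screen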;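 note: plate controls were DMSO with enzyme for no effect and no enzyme wells for full effect; values of inactives mirror those of a sister screen read the other way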
# HKDC1 inhibitor: HKDC1 (human) hexokinase inhibition | Q2TB90 | recombinant HKDC1, G6PDH/diaphorase resazurin coupled fluorescence | inhibition, % at 20 µM | actives 0.16% (n = 340,000);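 active = inhibition above about 35% when tested at 20 µM, limit read from the data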;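 note: plate controls were DMSO wells with enzyme for no effect and DMSO wells lacking enzyme for full effect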
#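 Assay system: in-house recombinant HK5 (HKDC1) enzyme. Input: HKDC1 at 5 µg/mL. Medium: Tris pH 8.0 buffer with MgCl2, Tween-20, BSA, BME. Dosing: single 20 µM dose. Schedule: 90 min reaction incubation at room temperature, dark. Signal: resazurin-to-resorufin fluorescence via G6PDH and diaphorase coupling, 525/613 nm. Controls: DMSO-enzyme wells negative, buffer-substituted wells positive.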
# hIAP activ: human IAP activation | activation factor at 10 µM | actives 0.16% (n = 330,000) | purified human IAP, CDP-Star luminescence, 30 min; hits give high values; 1 = vehicle-only enzyme, 0 = enzyme-free background | P09923;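 active = activation factor of the enzyme at least 2-fold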; note: the source names both 10 and 20 µM as test concentration; values of inactives mirror those of a sister screen read the other way
# PfG6PD inh: PfG6PD (Plasmodium falciparum) enzyme inhibition; inhibition, % at 20 µM; actives 0.78% (n = 350,000); PfGluPho enzyme, NADPH resazurin-diaphorase fluorescence;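 active = inhibition reaching at least a set limit at 20 µM in the primary screen, cut at about 59% in these data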;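 note: 0% = DMSO wells with substrate and 100% = DMSO wells lacking glucose-6-phosphate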
# Numbers without * were called inactive. Rows were taken by chance. Share with any hit: about 2.4%.
No.	Compound	hIAP inh	mIAP activ	ATG4B inh	APOBEC3A inh
1	CCc1ccc(Nc2cc(C)nc3nc(C)nn23)cc1	-6.0	0.821	3.0	-3.9
2	C=CCNC(=O)c1onc(CSc2ccc(F)c(F)c2)c1C(=O)O	-12.2	0.933	-14.7	0.8
3	Cc1nn(C)c(C)c1NC(=S)Nc1ccc(S(=O)(=O)Nc2ncccn2)cc1	-5.0	0.949	-4.7	-0.6
4	CC(C)Cn1cnc2c1c(=O)n(CC(=O)N(C)C)c(=O)n2Cc1ccccc1	-1.4	1.04	-1.3	0.0
5	CCCc1nnc(NC(=O)C23CC4CC(CC(C4)C2)C3)s1	-10.5	1.09	-1.3	-1.4
6	CCn1c(SCC(=O)Nc2cc(S(=O)(=O)N3CCOCC3)ccc2OC)nnc1-c1ccncc1	-14.6	1.02	-7.5	6.4
7	CCOc1ccc(N(CC)S(=O)(=O)c2ccc3c(c2)n(C)c(=O)c(=O)n3C)cc1	7.7	1	0.6	-3.3
8	Cc1nc(SCC(=O)Nc2c(C)n(C)n(-c3ccccc3)c2=O)n[nH]1	-8.8	1.01	3.0	-1.2
9	Cc1cc(NC(=S)N(Cc2ccc(Cl)cc2)Cc2ccc(C(=O)O)cc2)ccc1Cl	-3.7	1.02	6.8	-0.4
10	Cc1ccc(C(=O)N[C@H](C(=O)OCC(=O)c2ccc[nH]2)C(C)C)cc1	-13.1	1.03	9.3	6.9
11	CN(C(=O)c1cc2nc(-c3ccco3)cc(C(F)(F)F)n2n1)C1CCCCC1	-49.4	0.911	6.3	-1.9
12	CC(C)COC(=O)N1CCCC1C(=O)Nc1nccs1 (configuration not stated)	-17.8	1.12	-5.1	53.9*

No.	mIAP inh	HKDC1 inhibitor	hIAP activ	PfG6PD inh
1	17.9	-6.2	1.06	2.1
2	6.7	-1.9	1.12	2.0
3	5.1	-3.2	1.05	5.4
4	-3.8	0.9	1.01	-3.9
5	-8.9	-2.7	1.1	-8.0
6	-1.6	-6.2	1.15	11.5
7	-0.1	1.2	0.923	1.6
8	-1.2	2.8	1.09	-0.2
9	-2.2	14.5	1.04	0.9
10	-2.7	-12.6	1.13	2.6
11	8.9	10.1	1.49	-3.9
12	-11.6	-7.6	1.18	-8.0

# Excerpt: compounds 3–12
No.	Compound	hIAP inh	mIAP activ	ATG4B inh	APOBEC3A inh
3	Cc1nn(C)c(C)c1NC(=S)Nc1ccc(S(=O)(=O)Nc2ncccn2)cc1	-5.0	0.949	-4.7	-0.6
4	CC(C)Cn1cnc2c1c(=O)n(CC(=O)N(C)C)c(=O)n2Cc1ccccc1	-1.4	1.04	-1.3	0.0
5	CCCc1nnc(NC(=O)C23CC4CC(CC(C4)C2)C3)s1	-10.5	1.09	-1.3	-1.4
6	CCn1c(SCC(=O)Nc2cc(S(=O)(=O)N3CCOCC3)ccc2OC)nnc1-c1ccncc1	-14.6	1.02	-7.5	6.4
7	CCOc1ccc(N(CC)S(=O)(=O)c2ccc3c(c2)n(C)c(=O)c(=O)n3C)cc1	7.7	1	0.6	-3.3
8	Cc1nc(SCC(=O)Nc2c(C)n(C)n(-c3ccccc3)c2=O)n[nH]1	-8.8	1.01	3.0	-1.2
9	Cc1cc(NC(=S)N(Cc2ccc(Cl)cc2)Cc2ccc(C(=O)O)cc2)ccc1Cl	-3.7	1.02	6.8	-0.4
10	Cc1ccc(C(=O)N[C@H](C(=O)OCC(=O)c2ccc[nH]2)C(C)C)cc1	-13.1	1.03	9.3	6.9
11	CN(C(=O)c1cc2nc(-c3ccco3)cc(C(F)(F)F)n2n1)C1CCCCC1	-49.4	0.911	6.3	-1.9
12	CC(C)COC(=O)N1CCCC1C(=O)Nc1nccs1 (configuration not stated)	-17.8	1.12	-5.1	53.9*

No.	mIAP inh	HKDC1 inhibitor	hIAP activ	PfG6PD inh
3	5.1	-3.2	1.05	5.4
4	-3.8	0.9	1.01	-3.9
5	-8.9	-2.7	1.1	-8.0
6	-1.6	-6.2	1.15	11.5
7	-0.1	1.2	0.923	1.6
8	-1.2	2.8	1.09	-0.2
9	-2.2	14.5	1.04	0.9
10	-2.7	-12.6	1.13	2.6
11	8.9	10.1	1.49	-3.9
12	-11.6	-7.6	1.18	-8.0

# Additional entries follow:
No.	Compound	hIAP inh	mIAP activ	ATG4B inh	APOBEC3A inh
13	Cc1ccc(-c2nnc(SCC(=O)Nc3ccccc3F)o2)cc1	-19.7	0.737	-1.0	3.2
14	Cn1c(=O)n(CC(=O)N2CCN(c3nnc(-c4ccccc4)c4ccccc34)CC2)c2ccccc21	2.5	0.944	1.1	2.2
15	CN(CC(=O)NC1CCCc2ccccc21)S(=O)(=O)c1ccc2c(c1)c(=O)n(C)c(=O)n2C (configuration not stated)	10.2	0.984	-2.0	-2.3
16	COc1ccc(CC(=O)Nc2ccc(-c3noc(-c4cc(OC)c(OC)c(OC)c4)n3)cc2)cc1	-44.9	1.02	-1.9	-2.7
17	O=C(Nc1cccc(O)c1)C1CC(c2cccc(Br)c2)=NO1 (configuration not stated)	-6.3	1.06	-15.8	2.0
18	O=C(Cn1cc(CNC(=O)C2CCCCC2)nn1)Nc1cc(C(F)(F)F)ccc1Cl	4.3	0.925	-5.3	-1.6
19	C=CCNC(=O)CCNS(=O)(=O)c1ccc(Br)cc1	7.5	1.02	-8.7	2.3
20	Cc1ccc2nc3c(nc2c1C)CCCC3	3.7	0.986	4.9	-2.8
21	Cc1cccc2c(-c3ccccc3)cc(=O)[nH]c12	3.8	1.17	-9.0	-1.2
22	O=C(C(c1ccccc1)c1ccccc1)N1CCOCC1	-20.4	1.11	-6.3	-4.4
23	Cc1onc(-c2c(F)cccc2Cl)c1C(=O)OCC(=O)NC1CC1	-2.9	0.961	-1.6	0.7
24	O=C(CSc1nnc(-c2cccc(S(=O)(=O)N3CCCC3)c2)n1-c1ccccc1)Nc1cccc(C(=O)O)c1	-16.9	1.13	0.3	-2.9

No.	mIAP inh	HKDC1 inhibitor	hIAP activ	PfG6PD inh
13	26.3	-2.7	1.2	-8.5
14	5.6	-4.6	0.975	6.3
15	1.6	-5.7	0.898	-5.8
16	-1.7	-3.8	1.45	-2.2
17	-6.0	-6.2	1.06	-9.3
18	7.5	-3.1	0.957	-7.3
19	-1.9	-12.1	0.925	-6.0
20	1.4	-3.4	0.963	8.5
21	-16.7	-0.3	0.962	0.2
22	-11.1	-1.4	1.2	2.6
23	3.9	-3.2	1.03	-12.6
24	-12.8	-3.1	1.17	-6.3

# (more compounds)
No.	Compound	hIAP inh	mIAP activ	ATG4B inh	APOBEC3A inh
25	O=C(Nc1ccc(Cc2ccncc2)cc1)C1CCC(N2C(=O)C3C4C=CC(C4)C3C2=O)CC1 (configuration not stated)	0.1	1.11	-7.8	-2.3
26	CCOC(=O)c1c(C)[nH]c(C(=O)COC(=O)COc2ccccc2C=O)c1C	-13.9	0.999	47.4*	4.5
27	C=CCOc1ccc(/C(O)=C2/C(=O)C(=O)N(CCCN3CCOCC3)C2c2ccccc2)cc1 (configuration not stated)	2.1	0.955	8.6	0.1
28	O=C(/C=C1\SC(=O)NC1=O)Nc1ccc(C(=O)O)cc1	-7.8	1.09	-5.6	-5.3
29	CC1CCN(C(=O)C2CCN(S(=O)(=O)c3ccc(-n4cnnn4)cc3)CC2)CC1	-2.2	1.04	-4.6	0.1
30	Cn1c(=O)c2ncn(CC(=O)Nc3nc(-c4ccc(Cl)cc4)cs3)c2n(C)c1=O	-5.1	1.01	-3.4	-1.8

No.	mIAP inh	HKDC1 inhibitor	hIAP activ	PfG6PD inh
25	-11.0	-10.1	0.999	7.5
26	0.1	10.2	1.14	13.2
27	4.5	0.2	0.979	-14.6
28	-9.1	-3.7	1.08	-5.2
29	-4.2	-5.6	1.02	7.3
30	-1.2	-6.8	1.05	-19.8
